Bim-Bcl-2: inhibitors of Bim-Bcl-2 binding, primary screen, biochemical, multiplexed, human Bcl-2 family | Bead-based flow cytometry, Bim peptide-Bcl-2 binding | inhibition, % at 10 µM | 0.06% of 190,000 active | AID 950, 2007; in the data active = inhibition above about 40%; inconclusive = no clear call, values can overlap the other calls;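 also: 0% = no compound wells with probe peptide and 100% = reference peptide inhibitor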
Target sequence (P10415 whole entry, looked up): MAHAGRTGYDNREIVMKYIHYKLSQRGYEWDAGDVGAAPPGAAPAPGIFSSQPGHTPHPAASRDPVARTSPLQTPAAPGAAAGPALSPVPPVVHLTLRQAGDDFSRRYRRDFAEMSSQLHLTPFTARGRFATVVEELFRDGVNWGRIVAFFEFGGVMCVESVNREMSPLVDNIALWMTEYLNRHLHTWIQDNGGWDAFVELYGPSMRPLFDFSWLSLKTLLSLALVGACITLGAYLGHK
ABCG2 block: ABCG2 efflux pump inhibitors, primary screen, multiplex with ABCB1, IgMXP3 cells, flow cytometry; Broad substrate specificity ATP-binding cassette transporter ABCG2 (Homo sapiens), Q9UNQ0; JC-1 efflux; inhibition, % at 6.6 µM; 0.1% of 190,000 active; AID 1325, 2008;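 active = inhibition above 80%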;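 also: 0% = DMSO and 100% = nicardipine control wells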
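Times: 10 min at 25 °C | Test system: Two drug-resistant human cell lines, ABCG2 and ABCB1 | Quantity: 3 million cells/mL final, two lines in 1:1 ratio | Signal: Flow cytometry, 530 nm JC-1 signal | Dosing: Compound at 6.6 µM | Controls: Nicardipine and DMSO wells | Reagent: JC-1 as fluorescent efflux pump substrate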
ABCB1 block: ABCB1 efflux pump inhibitors, primary screen, cell-based, multiplex, flow cytometry, ABCG2 counter-screen; ATP-dependent translocase ABCB1 (Homo sapiens), P08183; CCRF-Adr cells, JC-1 efflux; inhibition, % at 6.6 µM; 0.067% of 190,000 active; AID 1326, 2008; in the data active = inhibition above about 40%;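 also: 0% = vehicle and 100% = reference inhibitor; higher value means more JC-1 retained so stronger ABCB1 efflux block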
Bcl-W Bim block: inhibitors of Bim binding to Bcl-W, primary screen, biochemical, multiplexed, bead-based flow cytometry; Bim peptide-Bcl-W binding; inhibition, % at 10 µM; 0.02% of 190,000 active; Bcl-2-like protein 2 (Homo sapiens), Q92843;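 also: 0% = bound tracer without compound and 100% = peptide blocker; higher means less fluorescent Bim peptide bound to Bcl-W beads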
Target sequence (Q92843 whole entry, looked up): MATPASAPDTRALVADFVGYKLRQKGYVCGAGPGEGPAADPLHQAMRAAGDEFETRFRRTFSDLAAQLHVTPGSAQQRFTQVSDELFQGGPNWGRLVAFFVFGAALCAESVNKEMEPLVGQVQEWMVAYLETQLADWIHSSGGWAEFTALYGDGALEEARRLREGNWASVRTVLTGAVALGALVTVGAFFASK
RGS7-Gao: RGS7-Galphao binding modulators, primary screen, biochemical, multiplexed bead flow cytometry; actives lie on both sides; 0.35% of 220,000 active; binding response (% of control), % at 10 µM; Guanine nucleotide-binding protein G(o) subunit alpha (Homo sapiens), P09471; in the data active = binding response below about 49% or above about 150%; inconclusive = no clear call, values can overlap the other calls; inactive = in between;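 also: fluorescent Galphao held in activated GDP-AlF4 state binding bead-coupled RGS7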
Bim-Bfl-1: inhibitors of Bim binding to Bfl-1, primary screen, biochemical, multiplexed, bead-based flow cytometry; Bcl-2-related protein A1 (Homo sapiens), Q16548; Bim-Bfl-1 binding inhibition; inhibition, % at 10 µM; 0.12% of 190,000 active; AID 1008, 2008;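 also: 0% = wells without compound plus tracer and 100% = blocker peptide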
Mcl-1 Bim block: inhibitors of Bim peptide binding to Mcl-1, primary screen, biochemical, bead-based flow cytometry, multiplex. Bim peptide-Mcl-1 binding. Induced myeloid leukemia cell differentiation protein Mcl-1 (Homo sapiens), Q07820. 0.1% of 190,000 active. inhibition, % at 10 µM;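 also: 0% = no compound tracer wells and 100% = peptide blocker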
RGS4-Gao reg: modulators of RGS4 binding to Galphao, primary screen, biochemical, multiplexed bead flow cytometry. Guanine nucleotide-binding protein G(o) subunit alpha (Homo sapiens), P09471. actives lie on both sides. binding response (% of control), % at 10 µM. 0.33% of 220,000 active. AID 1415, 2008; in the data active = binding response below about 49% or above about 150%; inactive = in between;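 also: fluorescent Galphao activated with aluminum fluoride binding bead-coupled RGS4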
Bim-Bcl-XL: inhibitors of Bim-Bcl-XL binding, primary screen, biochemical, multiplexed, bead flow cytometry, human Bcl-XL. Bcl-2-like protein 1 (Homo sapiens), Q07817. Bim peptide-Bcl-XL binding, fluorescence. inhibition, % at 10 µM. 0.04% of 190,000 active. AID 1007, 2008
Target sequence (Q07817 whole entry, looked up): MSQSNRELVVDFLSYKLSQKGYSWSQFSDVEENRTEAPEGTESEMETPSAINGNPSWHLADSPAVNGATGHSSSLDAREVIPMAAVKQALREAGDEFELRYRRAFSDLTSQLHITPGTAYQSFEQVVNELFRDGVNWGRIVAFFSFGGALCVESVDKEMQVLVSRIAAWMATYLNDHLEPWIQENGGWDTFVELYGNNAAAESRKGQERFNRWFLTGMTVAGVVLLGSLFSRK
Bcl-B Bim block: inhibitors of Bim-Bcl-B binding, primary screen, biochemical, multiplexed, human Bcl-2 family | Bcl-2-like protein 10 (Homo sapiens), Q9HD36 | bead-based flow cytometry, Bim peptide-Bcl-B binding | inhibition, % at 10 µM | 0.073% of 190,000 active | AID 951, 2007;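 also: 0% = tracer peptide without compound and 100% = reference inhibitor peptide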
Target sequence (Q9HD36 whole entry, looked up): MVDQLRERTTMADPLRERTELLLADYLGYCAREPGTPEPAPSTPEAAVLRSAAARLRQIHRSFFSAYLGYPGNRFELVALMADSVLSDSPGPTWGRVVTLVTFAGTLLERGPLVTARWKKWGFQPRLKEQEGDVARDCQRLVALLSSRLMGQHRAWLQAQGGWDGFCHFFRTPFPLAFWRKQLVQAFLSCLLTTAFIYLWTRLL
RGS8-Gao reg: RGS8-Galphao binding modulators, primary screen, biochemical, multiplexed bead flow cytometry | Guanine nucleotide-binding protein G(o) subunit alpha (Homo sapiens), P09471 | actives lie on both sides | 0.34% of 220,000 active | AID 1423, 2008 | response (percent of control binding), % at 10 µM; in the data active = response below about 60% or above about 140%; inactive = in between;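 also: Galphao activated as the GDP aluminium fluoride complex binding bead-coupled RGS8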
* marks the source's active call; other numbers are inactive results; u = inconclusive; x = not tested or not shown. Rule as the data show it, unless noted: active = inhibition above about 40%.

Compound	Mcl-1 Bim block	RGS7-Gao	ABCB1 block	Bim-Bcl-2	RGS4-Gao reg	Bcl-B Bim block	Bcl-W Bim block	Bim-Bcl-XL	ABCG2 block	Bim-Bfl-1	RGS8-Gao reg
Cc1cc(C)n(-c2ccc(Cl)c(C(=O)OCC(N)=O)n2)n1	2	94	0.2	-5	97	-3	-1	-5	1	-14	97
CCCn1nnnc1SCC(=O)NCc1ccc2c(c1)OCO2	0	102	0.1	-2	106	1	-2	1	0	-2	103
COc1ccc(C2NS(=O)(=O)N=C2N)cc1 (stereo not drawn)	-2	100	-1.1	-2	102	-2	-2	-1	5	-5	100
CN(C)C(=O)CCSc1nnc(-c2ccncc2)o1	-7	99	0.5	-2	99	-3	-2	0	5	-5	99
COc1ccc(C2SCCN2C(=S)Nc2ccc(F)cc2)cc1 (stereo not drawn)	-6	103	0.3	-6	102	-10	-6	-10	1	-6	100
Cc1ccc(NC(=O)CSCC#N)cc1	1	91	0.4	-4	90	-5	0	1	1	-11	93
COc1cc(CNCCN2CCOCC2)ccc1OCc1ccc(Cl)cc1Cl	-2	101	0.3	-2	100	-1	-2	-5	1	-1	101
Nc1ccc2oc(=O)c3ccccc3c2c1	2	88	-0.1	2	88	2	2	3	3	1	100
CCC1=NN2C(=N)/C(=C\c3ccc(SCc4ccco4)o3)C(=O)N=C2S1	5	109	0.1	2	111	-1	4	-2	-1	-8	105
C=CCOC(=O)C1=C[C@@H](c2csc3ccccc23)C[C@@H](OCc2ccc(CO)cc2)O1	1	103	1.6	1	105	-3	2	0	3	-4	102

A draw from above in order of heavy-atom count, rising.
Compound	Mcl-1 Bim block	RGS7-Gao	ABCB1 block	Bim-Bcl-2	RGS4-Gao reg	Bcl-B Bim block	Bcl-W Bim block	Bim-Bcl-XL	ABCG2 block	Bim-Bfl-1	RGS8-Gao reg
COc1ccc(C2NS(=O)(=O)N=C2N)cc1 (stereo not drawn)	-2	100	-1.1	-2	102	-2	-2	-1	5	-5	100
Cc1cc(C)n(-c2ccc(Cl)c(C(=O)OCC(N)=O)n2)n1	2	94	0.2	-5	97	-3	-1	-5	1	-14	97
CCCn1nnnc1SCC(=O)NCc1ccc2c(c1)OCO2	0	102	0.1	-2	106	1	-2	1	0	-2	103

Additional results.
Compound	Mcl-1 Bim block	RGS7-Gao	ABCB1 block	Bim-Bcl-2	RGS4-Gao reg	Bcl-B Bim block	Bcl-W Bim block	Bim-Bcl-XL	ABCG2 block	Bim-Bfl-1	RGS8-Gao reg
CC(C)c1ccc(S(=O)(=O)c2ccc(NN)cc2)cc1	-2	103	1.1	0	103	-4	0	1	7	5	98
CCOC(=O)C(C)Sc1ncnc2c1nnn2-c1ccc(F)cc1 (stereo not drawn)	0	103	-1.0	-8	105	-6	5	-2	22	-7	105
Cc1ccc(NC(=O)/C=C\C(=O)O)c([N+](=O)[O-])c1	-6	103	-0.2	-1	103	-6	-8	-8	-3	-4	104
Cc1cccc(C)c1NC(=O)CC(NCCc1ccccc1)C(=O)O (stereo not drawn)	-5	103	0.1	-4	102	-3	-2	-8	3	-2	100
CCCCOC(=O)c1ccc(-c2ccc(/C=N/NC(=S)NCC)o2)cc1	1	99	0.6	3	100	0	-1	0	5	2	97
CCOc1ccc(NC(=O)CN(Cc2ccccc2)S(C)(=O)=O)cc1	0	102	0.2	3	102	-3	0	-1	0	1	102
CC(C)N(C(=O)Cn1cc(SCC(=O)NCc2ccco2)c2ccccc21)C(C)C	-2	108	0.7	-1	106	-7	-1	-4	1	-5	101
COc1ccc(OC)c(NC(=O)Cn2c(CCC(=O)O)ccc2-c2cccs2)c1	-3	100	0.7	-1	100	-3	-3	-4	6	0	101
CCCCn1c(SCC(=O)Nc2cc(C)[nH]n2)nc2ccsc2c1=O	-6	98	2.2	-13	98	-11	-4	-11	50	-23	100
O=S(=O)(NC(=S)NC1CCCCC1)c1ccc(Br)cc1	0	86	1.5	-1	96	-3	1	-4	2	-5	97

Further structures:
Compound	Mcl-1 Bim block	RGS7-Gao	ABCB1 block	Bim-Bcl-2	RGS4-Gao reg	Bcl-B Bim block	Bcl-W Bim block	Bim-Bcl-XL	ABCG2 block	Bim-Bfl-1	RGS8-Gao reg
C[n+]1ccc(/C=C/c2ccc(Br)cc2)cc1	-1	103	-0.2	0	101	-1	2	0	0	1	99
O=C(Cc1ccccc1)NCc1n[nH]c(=S)n1-c1ccc(Br)cc1	-3	95	0.8	0	88	-21	0	-1	-4	1	95
CCOC(=O)CSc1nnc(Cn2nnc(-c3ccccc3)n2)n1CC	2	97	0.5	-7	101	-6	0	0	3	-10	99
O=C(C(c1ccccc1)c1ccccc1)N1CCN(c2ccccn2)CC1	0	98	1.4	3	100	-5	-1	-1	4	-6	100
Cc1cccc(OCC(=O)Nc2sc3c(c2C#N)CCC3)c1	-3	100	0.2	-8	94	-7	-2	-3	5	-10	96
COc1cccc(C2=NOC(C(=O)Nc3ccc(OC)c(OC)c3)C2)c1 (stereo not drawn)	0	105	0.8	0	103	-2	1	0	6	1	100
CC(=O)c1ccc(N2CCC(C(=O)O)CC2)cc1	0	101	0.8	-1	105	0	0	0	2	-2	98
O=C(NC12CC3CC(CC(C3)C1)C2)N1CCN(C2CCCCC2)CC1	-4	u	0.2	-3	104	-5	-3	-6	3	-6	102
CCOCCCNCc1ccc(OC)c(OC)c1	0	105	-0.6	-3	103	-1	0	-2	2	-5	104
Cc1cc(Cl)ccc1OC(C)C(=O)NCCc1ccc2c(c1)OCCO2 (stereo not drawn)	2	105	3.2	2	105	5	1	6	31	5	112

Additional entries.
Compound	Mcl-1 Bim block	RGS7-Gao	ABCB1 block	Bim-Bcl-2	RGS4-Gao reg	Bcl-B Bim block	Bcl-W Bim block	Bim-Bcl-XL	ABCG2 block	Bim-Bfl-1	RGS8-Gao reg
CCC(=O)N1CCN(c2ccc(NC(=O)COc3ccccc3Cl)cc2)CC1	-2	102	1.8	-8	103	-7	2	3	18	-10	101
CCOC(=O)C1=C(C)N=c2s/c(=C/c3ccccc3)c(=O)n2C1c1ccc(OC)c(OC)c1 (stereo not drawn)	-3	101	3.9	-9	103	-13	-1	-12	1	-7	103
Cc1nc2c(C#N)c(-c3ccc(Cl)cc3)ccn2n1	-2	92	0.4	-6	97	-4	6	0	22	-5	97
COc1ccc(CCNC2CC(=O)N(C3CCCCC3)C2=O)cc1OC (stereo not drawn)	2	106	0.5	1	101	2	0	1	9	-2	98
O=c1ccsn1Cc1ccccc1	-4	102	1.0	0	92	-18	0	-4	4	16	80
O=[N+]([O-])c1cccc(-c2ccc(/C=N/Nc3nc(N4CCCCC4)nc(N4CCCCC4)n3)o2)c1	-8	93	-1.7	-1	99	-1	-3	-3	-2	0	100
O=C1c2cccc3cccc(c23)C(=O)N1CCCc1n[nH]c(=S)n1-c1ccccc1	1	99	0.1	0	100	-9	4	0	-1	0	89
COc1cc(S(=O)(=O)NCC2COCCO2)ccc1-n1cnnn1 (stereo not drawn)	0	102	0.7	-5	101	-5	0	-2	2	-8	103
Cc1cc(/C=N\NC(=O)CC(=O)NC2CCCCC2)c(C)n1-c1cccc(Cl)c1Cl	0	99	-0.2	-3	97	-1	-1	-2	-3	-2	97
Cc1nn(Cc2cccc(C(=O)N3CCCC(C)C3)c2)c(C)c1[N+](=O)[O-] (stereo not drawn)	-2	102	x	0	102	-1	-2	-1	2	0	100

New compounds follow
Compound	Mcl-1 Bim block	RGS7-Gao	ABCB1 block	Bim-Bcl-2	RGS4-Gao reg	Bcl-B Bim block	Bcl-W Bim block	Bim-Bcl-XL	ABCG2 block	Bim-Bfl-1	RGS8-Gao reg
CC(C)C1N=C2c3ccccc3N=C(SCC#N)N2C1=O (stereo not drawn)	1	100	0.1	-4	98	-3	3	-3	4	-6	101
COc1cc(OC)cc(-c2nnc(N(C)C(=O)c3ccncc3)s2)c1	-2	100	0.1	-3	100	-7	-2	-1	2	-10	102
CCCC(=O)Nc1sc(C(=O)Nc2cccc(N)c2)c(C)c1C(=O)OC	-6	95	0.2	-7	96	-4	-4	-4	3	-8	101
Cc1c2ccccc2nc2c(F)c(NCCO)c(F)c(F)c12	-1	111	-0.1	15	107	2	3	0	7	5	107
CCCCCc1c(C)nc(SCC(=O)O)[nH]c1=O	-2	100	0.2	-1	101	0	-2	-4	1	-1	100
Cc1ccc(NCc2ccccc2O)c(C)c1	-4	103	0.0	-5	103	-7	-1	0	0	-5	100
COc1ccc(C2(CNC(=O)c3ccc(OC)c([N+](=O)[O-])c3)CCOCC2)cc1OC	4	107	0.1	-3	100	0	0	0	3	-2	105
CN1C(=O)N(C)C2C1NC(=O)N2C (stereo not drawn)	-9	104	0.0	-12	100	-5	-2	-11	-6	-17	102
O=S(=O)(/N=C(\c1ccccc1F)N1CCCCC1)c1ccccc1	-3	103	2.8	0	101	-5	-3	-7	8	0	104
CCc1ccc(NC(=O)Nc2cccc(OC)c2)cc1	2	96	-0.6	-4	98	-2	-1	-1	-2	-2	101

Further results
Compound	Mcl-1 Bim block	RGS7-Gao	ABCB1 block	Bim-Bcl-2	RGS4-Gao reg	Bcl-B Bim block	Bcl-W Bim block	Bim-Bcl-XL	ABCG2 block	Bim-Bfl-1	RGS8-Gao reg
CCCC(=O)N(C)c1nnc(-c2ccc(OC)cc2)s1	0	103	1.5	-14	103	-3	4	0	36	-13	100
Cc1ccc(Cn2ncc3c(NCCCN4CCOCC4)ncnc32)cc1	0	98	0.2	-4	99	-4	3	-8	5	-6	99
CCCNC(=O)N1CCC(C(=O)c2ccc(Cl)cc2)CC1	-2	98	0.3	-3	99	2	-3	-2	2	0	101
CCc1ccc(N2C(=O)C(Cl)=C(N3CCOCC3)C2=O)cc1	-3	97	0.8	2	102	-5	0	-2	9	0	101
